Neddylation inh – inhibitors of cullin neddylation, primary screen, biochemical, TR-FRET, uHTS, NAE and Ubc12 | calls only at 25 µM | hit rate 0.58% among 360,000 | NEDD8-conjugating enzyme Ubc12 (Homo sapiens) + NEDD8-activating enzyme E1 regulatory … | AID 651699, 2012; in the data active = inhibition above about 36%
FAS-TE inh – FAS thioesterase domain inhibitors, primary screen, biochemical, fluorescence intensity, uHTS. Fatty acid synthase (Homo sapiens), P49327. recombinant FAS-TE, OMFH fluorogenic substrate, fluorescence endpoint. inhibition, % at 15 µM. hit rate 0.67% among 360,000. AID 602261, 2012;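 active = compounds whose normalised, plate-corrected inhibition of enzyme fluorescence in the single-dose primary screen is 50% or more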;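 note: 0% = DMSO with enzyme and 100% = substrate without enzyme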
Rin1 Abl inh – inhibitors of Rin1-Abl protein binding, primary screen, biochemical, TR-FRET; Tyrosine-protein kinase ABL1 (Homo sapiens) + Ras and Rab interactor 1 (Homo sapiens), …; inhibition, % at 7.35 µM; hit rate 0.4% among 360,000; in the data active = inhibition above about 5%, passing the limit was not always enough
CendR NRP1 mod – modulators of CendR peptide binding to NRP-1, primary screen, biochemical, fluorescence polarization, uHTS. inhibition, % at 25 µM. FAM-RPARPAR peptide binding to NRP-1. AID 602438, 2012. hit rate 0.85% among 360,000. Neuropilin-1 (Homo sapiens), O14786;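 active = inhibition or corrected inhibition above about 18%, plus a signal ratio from 0.5 to 1.5, limit read from the data, passing the limit was not always enough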; note: strong numbers were not always called active
bovine MsrA act – bovine MsrA enzyme activators, primary screen, biochemical, absorbance, HTS | purified bovine MsrA, absorbance read-out | activation, % at 10.6 µM | Methionine sulfoxide reductase A (Bos taurus) | hit rate 0.3% among 360,000; in the data active = activation above about 7.5%;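 note: 0% = vehicle and 100% = reference activator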
MT1-MMP act inh – blockers of MT1-MMP proenzyme processing, primary screen, HT1080 RFP-PRO-GFP cells, GFP/RFP fluorescence; Matrix metalloproteinase-14 (Homo sapiens), P50281; GFP/RFP ratio fluorescence, overnight; percent of plate control window, DMSO zero; GFP/RFP ratio change, % at 20 µM; hit rate 0.061% among 360,000; AID 651647, 2012;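 active = GFP/RFP ratio change of at least 30% with cell ATP level not reduced by more than half and red fluorescence within 50% of control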; note: strong numbers were not always called active
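Compound: 20 µM single dose, 1% DMSO / System: HT1080 RFP-PRO-GFP cells / Controls: DMSO and RFP-L50D-GFP cell wells / Read-out basis: GFP/RFP fluorescence ratio / Schedule: overnight compound exposure at 37 °C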
PABP1 MLLE inh – inhibitors of PABP1 MLLE–PAM2 peptide binding, primary screen, biochemical, fluorescence polarization, FITC-PAM2, GST-MLLE; hit rate 0.36% among 360,000; inhibition, % at 20 µM; Polyadenylate-binding protein 1 (Homo sapiens), P11940; in the data active = inhibition above about 35%, passing the limit was not always enough;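 note: plate controls were DMSO wells with GST-MLLE for no effect and wells lacking GST-MLLE protein for full effect; some results filed as inactive read as strong as hits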
Target sequence (P11940 whole entry, looked up): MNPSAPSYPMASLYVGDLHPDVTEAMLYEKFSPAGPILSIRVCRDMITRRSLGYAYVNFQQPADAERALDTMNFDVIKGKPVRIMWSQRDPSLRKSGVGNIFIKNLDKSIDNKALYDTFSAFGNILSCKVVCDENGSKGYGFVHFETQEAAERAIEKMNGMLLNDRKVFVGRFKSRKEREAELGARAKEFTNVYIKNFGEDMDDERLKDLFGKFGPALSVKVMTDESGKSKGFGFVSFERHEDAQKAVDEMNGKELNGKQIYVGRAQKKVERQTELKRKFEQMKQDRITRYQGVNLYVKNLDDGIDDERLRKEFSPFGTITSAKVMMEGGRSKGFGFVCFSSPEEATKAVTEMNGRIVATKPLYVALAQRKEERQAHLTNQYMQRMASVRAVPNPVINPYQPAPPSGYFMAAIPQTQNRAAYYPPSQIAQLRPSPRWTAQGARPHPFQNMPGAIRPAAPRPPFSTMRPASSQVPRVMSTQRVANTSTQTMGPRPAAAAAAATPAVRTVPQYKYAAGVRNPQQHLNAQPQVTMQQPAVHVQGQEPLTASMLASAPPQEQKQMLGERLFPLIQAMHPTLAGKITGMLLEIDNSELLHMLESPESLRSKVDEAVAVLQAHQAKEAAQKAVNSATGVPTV
SKN-1 block – suppressors of acrylamide-induced Pgst-4::GFP reporter in worms, primary screen, SKN-1 inhibitor project, whole organism, uHTS, GFP/RFP fluorescence ratio, strain VP596. hit rate 0.49% among 360,000. inhibition, % at 21.8 µM. C. elegans VP596 Pgst-4::GFP/RFP ratio, 24 h;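 active = interference check ratio from 0.5 to 1.5 plus GFP to RFP signal ratio inhibition reaching or exceeding a fixed threshold, cut at about 30% in these data, passing the limit was not always enough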; note: some compounds called inactive have numbers as strong as hits
E coli Lon inh – inhibitors of E. coli Lon protease, primary screen, biochemical, fluorescence polarization. inhibition, % at 7.94 µM. P0A9M0. hit rate 0.42% among 360,000. purified E. coli Lon protease; in the data active = inhibition above about 13%, passing the limit was not always enough;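 note: 0% = enzyme with probe and DMSO and 100% = no enzyme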
Numbers without * were called inactive; i = inactive; · = not tested or not shown.

SMILES | Neddylation inh | FAS-TE inh | Rin1 Abl inh | CendR NRP1 mod | bovine MsrA act | MT1-MMP act inh | PABP1 MLLE inh | SKN-1 block | E coli Lon inh
CCCCn1nnnc1C1(C)CCC(=O)N1CCOc1ccccc1 (centres undefined) | i | -9 | · | 18 | -8 | 4 | · | -4 | 3
CCCCCCCNC(=O)C1(CC2CC(c3cccc(Br)c3)=NO2)CCN(C(=O)OC(C)(C)C)CC1 (centres undefined) | i | 14 | 3 | 8 | 3 | -3 | 9 | -15 | 4
Cc1ccc(-c2nc(C(Cl)Cl)c3ccccc3n2)cc1 | i | 30 | -5 | -12 | -5 | -28 | -19 | 10 | -9
Cc1noc(C)c1C(=O)N1CCN(c2ccccc2O)CC1 | i | -5 | 2 | 1 | -1 | 1 | 4 | 10 | 13
COC(=O)c1cc(-c2ccccc2)n(CC(=O)O)c1C | i | -6 | 1 | 13 | -4 | 5 | -2 | 1 | 5
COc1cccc(NC(=O)c2ccc3c(c2)CCN3S(C)(=O)=O)c1 | i | -4 | -1 | -1 | -1 | 0 | -3 | 16 | -3
CCC(C)(C)NC(=O)CN(C(=O)C(=O)Nc1ccc2c(c1)OCCO2)C1CC1 | i | -8 | 3 | 2 | -4 | 2 | -21 | -5 | 1
COc1cccc(CC(NC(C)=O)C(=O)NC2CCN(c3c(Cc4ccccc4)c(C)nc4ncnn34)CC2)c1OC (centres undefined) | i | -5 | 1 | 2 | -3 | 1 | 10 | 6 | -10
COc1ccc2c(c1)[C@H]1[C@H](CO2)[C@H](c2ccccc2)[C@]2(C)C(=O)N[C@H](C)C(=O)N12 | i | -3 | 2 | 11 | -3 | -1 | -11 | 17 | 0
Cc1ccc(Cc2c(-c3ccc(C)cc3)nc3cc(C)ccn23)cc1 | i | 15 | -1 | -7 | -3 | -1 | 7 | 15 | -3
CCOc1c(CNCc2ccc(C(=O)O)cc2)cccc1OC | i | -3 | 3 | -3 | -2 | 2 | -7 | -7 | 0
COc1ccccc1NC(=O)CN(Cc1ccco1)C(=O)c1ccc(=O)[nH]c1 | i | -5 | 2 | -13 | -2 | 8 | 1 | 12 | 3
CCCC(=O)Nc1nc2c(s1)COc1ccccc1-2 | i | 0 | -2 | -3 | -7 | 0 | -13 | -4 | -9
CN(C(=O)COC(=O)c1c2c(nc3ccccc13)/C(=C/c1cccc([N+](=O)[O-])c1)CCC2)C1CCS(=O)(=O)C1 (centres undefined) | i | 67* | -3 | -8 | -4 | 1 | -8 | 18 | 0
COC(=O)c1cc(-c2cccc([N+](=O)[O-])c2)c2c(=O)[nH]c(=O)n(C)c2n1 | i | 33 | -2 | 2 | -2 | -3 | -4 | 11 | 3
O=C(N/N=C/c1cccc([N+](=O)[O-])c1)C1CC(=O)N(c2ccc(Br)cc2)C1 (centres undefined) | i | 24 | 4 | -8 | -5 | 8 | 4 | 9 | 2
CN(C(=O)CN1C(=O)/C(=C/c2ccccc2F)SC1=S)C1CCS(=O)(=O)C1 (centres undefined) | i | -14 | 0 | 12 | -2 | 1 | 26 | 1 | -3
Cc1nnc(SCC(=O)Nc2ncc3c(n2)CC(C)(C)CC3=O)s1 | i | -6 | -1 | -3 | 0 | 2 | 17 | 8 | -6
CN1C(=O)N(C)C2(C)CC1(C)N(C)C(=O)N2C | i | -5 | 0 | 1 | -2 | 2 | 1 | 6 | 1
O=C(Cn1c(=O)oc2cc(S(=O)(=O)N3CCc4ccccc43)ccc21)N1CCCCC1 | i | 4 | 1 | -3 | -10 | · | -4 | 18 | 1
CCCN(CCC)C(=O)CC(c1ccccc1)c1ccc(C)cc1O (centres undefined) | i | 10 | -3 | -3 | -1 | -13 | -14 | 5 | 3
Cc1ccnc(NC(=O)C2CCN(S(=O)(=O)c3ccc(C)c(C)c3)CC2)c1 | i | 6 | -3 | 0 | -3 | 1 | -2 | -3 | 1
O=C(/C=C/c1ccccc1)Nc1cccc(C(=O)N2CCCCC2)c1 | i | -2 | -3 | -1 | -2 | 1 | -4 | 10 | -5
O=C(N/N=C/c1cccnc1)c1cc(Br)ccc1O | i | -7 | 2 | -2 | -2 | 6 | -10 | 1 | -1
CCCN(Cc1nnc(-c2cccs2)o1)C(=O)c1cc(S(=O)(=O)N2CCOCC2)ccc1C | i | 2 | 0 | 19 | 1 | -3 | 1 | -2 | -14
COCCn1c(SCC(=O)Nc2cccc(OC)c2)nnc1-c1ccc(Cl)cc1 | i | -4 | 1 | 19 | -14 | 4 | -10 | -7 | -1
O=C(CN1C(=O)NC2(CCCC2)C1=O)NNC(=O)c1ccc(F)cc1 | i | -8 | -3 | -2 | -2 | 1 | -16 | 14 | -10
CCOC(=O)N1CCN(Cc2nc(Cc3cccc(C(F)(F)F)c3)no2)CC1 | i | -10 | 5 | -4 | -13 | -6 | -2 | 9 | 3
C/C(=N\Nc1nc(N)cc(Cl)n1)c1cccc([N+](=O)[O-])c1 | i | 0 | -5 | -19 | -2 | 19 | 14 | 1 | -5
CCOC(=O)c1c(NC(=O)CN2C(=O)NC3(CCCCC3C)C2=O)sc(C(=O)N(C)C)c1C (centres undefined) | i | 1 | 3 | -6 | -2 | -2 | 6 | 3 | 1

In a second layout: entries from further up.
| Structure | Neddylation inh | FAS-TE inh | Rin1 Abl inh | CendR NRP1 mod | bovine MsrA act | MT1-MMP act inh | PABP1 MLLE inh | SKN-1 block | E coli Lon inh |
| --- | --- | --- | --- | --- | --- | --- | --- | --- | --- |
| CCCN(Cc1nnc(-c2cccs2)o1)C(=O)c1cc(S(=O)(=O)N2CCOCC2)ccc1C | i | 2 | 0 | 19 | 1 | -3 | 1 | -2 | -14 |
| COCCn1c(SCC(=O)Nc2cccc(OC)c2)nnc1-c1ccc(Cl)cc1 | i | -4 | 1 | 19 | -14 | 4 | -10 | -7 | -1 |
| O=C(CN1C(=O)NC2(CCCC2)C1=O)NNC(=O)c1ccc(F)cc1 | i | -8 | -3 | -2 | -2 | 1 | -16 | 14 | -10 |
| CCOC(=O)N1CCN(Cc2nc(Cc3cccc(C(F)(F)F)c3)no2)CC1 | i | -10 | 5 | -4 | -13 | -6 | -2 | 9 | 3 |
| C/C(=N\Nc1nc(N)cc(Cl)n1)c1cccc([N+](=O)[O-])c1 | i | 0 | -5 | -19 | -2 | 19 | 14 | 1 | -5 |
| CCOC(=O)c1c(NC(=O)CN2C(=O)NC3(CCCCC3C)C2=O)sc(C(=O)N(C)C)c1C (centres undefined) | i | 1 | 3 | -6 | -2 | -2 | 6 | 3 | 1 |

More structures follow.
SMILES | Neddylation inh | FAS-TE inh | Rin1 Abl inh | CendR NRP1 mod | bovine MsrA act | MT1-MMP act inh | PABP1 MLLE inh | SKN-1 block | E coli Lon inh
CN(C)c1ccc(NC(=O)c2ccc3c(c2)nnn3C)cc1 | i | 7 | -1 | 3 | 5 | 3 | -1 | -1 | -5
COc1ccc(Cl)cc1NC(=O)CN(C)C(=O)Cn1c(=O)oc2ccccc21 | i | -5 | 2 | -6 | -6 | 0 | -6 | 0 | -23
O=c1c2ccccc2nc(-c2ccc([N+](=O)[O-])cc2)n1O | i | 26 | 1 | -4 | -3 | 4 | 2 | -4 | 1
Cc1ccc(C(=O)OCn2nnc3ccccc3c2=O)cc1[N+](=O)[O-] | i | 18 | 1 | 1 | -8 | -2 | 3 | -14 | 1
COc1ccc2c(=O)c(C(=O)NCCc3ccccc3)c[nH]c2c1 | i | -1 | 3 | -2 | 2 | 4 | -10 | 8 | -4
CC1CCN(C(=S)NCCc2ccccc2)CC1 | i | 1 | -3 | -12 | -7 | 4 | -110 | -2 | -4
O=S(=O)(c1ccc(Nc2ccc3c(c2)OCO3)nc1)N1CCOCC1 | i | -8 | 1 | 4 | -7 | 5 | 7 | 1 | 2
CCOc1ccccc1NC(=S)NCc1cccn1C | i | -2 | -3 | 1 | -1 | -1 | -22 | 4 | 5
COc1ccc(NC(=O)C[C@H]2C(=O)N(Cc3ccccc3)C[C@@H]2CSC)cc1 | i | -4 | -1 | -19 | -4 | 1 | -4 | 3 | 3
Cc1ccccc1N1CCN(C2CCCN(C(=O)c3ccc(Cl)s3)C2)CC1 (centres undefined) | i | 11 | -4 | 14 | -1 | · | 2 | -5 | 2
CN(C(=O)COC(=O)/C=C/c1ccc2ccccc2n1)C1CCS(=O)(=O)C1 (centres undefined) | i | -1 | -2 | 10 | -3 | -10 | -23 | 1 | -4
O=C(NCCc1ccccc1)C(=O)NCC1OCCCN1S(=O)(=O)c1ccc(F)cc1 (centres undefined) | i | -2 | 1 | -10 | -3 | 0 | 8 | 9 | -6
Cc1nn(C)c(Cl)c1CN1CCCC(C(=O)Nc2ccc(-c3cscn3)cc2)C1 (centres undefined) | i | -4 | -2 | 1 | -9 | 2 | -1 | -10 | -3
CS(=O)(=O)N1CCc2cc(S(=O)(=O)N3CCN(Cc4ccc5c(c4)OCO5)CC3)ccc21 | i | 4 | -2 | -2 | -6 | 7 | 0 | -11 | -2
CC1=CC(C2CC(=O)N(c3ccc(C)cc3)C2=O)CC2C(=O)N(c3ccc(C)cc3)C(=O)C12 (centres undefined) | i | 18 | 0 | -1 | -5 | 4 | -4 | 1 | 6
O=C1NC(=O)/C(=C\c2ccc(OCc3ccccc3)cc2)S1 | i | 22 | 2 | -5 | -3 | -4 | 1 | -8 | 3
O=C(CSCCN1C(=O)c2ccccc2C1=O)Nc1ccc2ccccc2c1 | i | 9 | 0 | 3 | -6 | -5 | 2 | 11 | -13
Nc1nc(N)c2cc(S(=O)(=O)c3cccc(C(F)(F)F)c3)ccc2n1 | i | -1 | -2 | 2 | -2 | 8 | 13 | 5 | 1

An excerpt of these results, as comma-separated lines:
structure,Neddylation inh,FAS-TE inh,Rin1 Abl inh,CendR NRP1 mod,bovine MsrA act,MT1-MMP act inh,PABP1 MLLE inh,SKN-1 block,E coli Lon inh
O=c1c2ccccc2nc(-c2ccc([N+](=O)[O-])cc2)n1O,i,26,1,-4,-3,4,2,-4,1
Cc1nn(C)c(Cl)c1CN1CCCC(C(=O)Nc2ccc(-c3cscn3)cc2)C1 (centres undefined),i,-4,-2,1,-9,2,-1,-10,-3
CN(C(=O)COC(=O)/C=C/c1ccc2ccccc2n1)C1CCS(=O)(=O)C1 (centres undefined),i,-1,-2,10,-3,-10,-23,1,-4
O=C1NC(=O)/C(=C\c2ccc(OCc3ccccc3)cc2)S1,i,22,2,-5,-3,-4,1,-8,3

Screening results deposited in PubChem BioAssay by several laboratories.
